Compound activity as filed in PubChem.
Vc quorum ag = inducers of Vibrio cholerae quorum light production without autoinducers, primary screen, BH1578 luxS cqsA deficient, single point; V. cholerae BH1578 lux reporter, luminescence, 6 h; activation, % at 18.7 µM; actives 0.16% (n = 350,000); AID 588436, 2011; in the data active = activation mostly above about 9.7%, no sharp cut-off; also: not every result past the cut was called active; inactives centre near 0; reference of the scale not given here
CCHFV vOTU inh = CCHFV vOTU protease inhibitors, primary screen, biochemical, Pep-AMC substrate, fluorescence. inhibition, % at 11.5 µM. Crimean-Congo hemorrhagic fever virus L polyprotein viral ovarian tumor (vOTU) protease …. actives 0.55% (n = 370,000); in the data active = inhibition above about 30%; also: 0% = vehicle wells with enzyme and 100% = no enzyme wells
DUSP3 inh = VHR1 phosphatase inhibitors, primary screen, biochemical, absorbance, uHTS; Dual specificity protein phosphatase 3 (Homo sapiens), P51452; recombinant VHR phosphatase, pNPP absorbance; inhibition, % at 13.3 µM; actives 0.52% (n = 290,000); in the data active = inhibition above about 50%; also: some compounds called inactive have numbers as strong as hits
Target sequence (P51452 whole entry, looked up): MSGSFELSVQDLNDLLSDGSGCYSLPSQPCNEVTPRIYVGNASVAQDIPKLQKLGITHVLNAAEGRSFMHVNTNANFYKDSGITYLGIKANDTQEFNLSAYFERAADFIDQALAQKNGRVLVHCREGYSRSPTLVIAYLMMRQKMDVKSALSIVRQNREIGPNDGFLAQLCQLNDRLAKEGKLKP
3CLpro inhibitor = SARS-CoV 3CLpro protease inhibitors, primary screen, biochemical, quenched FRET. Replicase polyprotein 1ab (Severe acute respiratory syndrome coronavirus), P0C6X7. recombinant SARS-CoV 3CLpro, quenched FRET peptide cleavage. inhibition, % at 6 µM. actives 0.14% (n = 290,000). AID 1706, 2009; in the data active = inhibition above about 12%
Yp Topo-I inh = Yersinia pestis topoisomerase I inhibitors, primary screen, biochemical, cleavage product accumulation, plate reader, single point | Y. pestis Topo-I cleavage product accumulation | activity, % at 10 µM | DNA topoisomerase I (Yersinia pestis CO92) | AID 504884, 2011 | actives 0.064% (n = 360,000); in the data active = activity above about 50%, passing the limit was not always enough; also: inactives centre near 2
Rv3671c inh = Rv3671c serine protease inhibitors, primary screen, biochemical, fluorescence polarization, M. tuberculosis H37Rv. P9WHR9. inhibition, % at 5.96 µM. AID 2606, 2010. actives 0.048% (n = 320,000); in the data active = inhibition above about 38%;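 also: extracellular domain of Rv3671c used as enzyme; 0% = enzyme with DMSO and 100% = no enzyme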
Target sequence (P9WHR9 whole entry, looked up, the tested form may be a part): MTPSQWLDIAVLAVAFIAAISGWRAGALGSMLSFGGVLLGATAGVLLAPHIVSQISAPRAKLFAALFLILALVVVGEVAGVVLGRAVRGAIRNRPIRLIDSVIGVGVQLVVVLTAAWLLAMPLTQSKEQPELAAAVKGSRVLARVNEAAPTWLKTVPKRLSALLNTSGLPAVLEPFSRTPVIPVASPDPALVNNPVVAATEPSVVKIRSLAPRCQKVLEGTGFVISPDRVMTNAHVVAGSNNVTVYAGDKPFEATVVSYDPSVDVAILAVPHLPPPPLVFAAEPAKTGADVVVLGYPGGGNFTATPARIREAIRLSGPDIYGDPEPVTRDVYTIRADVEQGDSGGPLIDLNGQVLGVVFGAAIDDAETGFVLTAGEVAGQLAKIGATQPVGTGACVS
MazF activator = activators of E. coli MazEF toxin-antitoxin RNase, primary screen, biochemical, fluorescence, uHTS. Endoribonuclease toxin MazF (Escherichia coli (strain K12)), P0AE70. FAM/BHQ RNA-DNA oligo cleavage fluorescence, 5 h. activation, % at 20 µM. actives 0.32% (n = 350,000). AID 504720, 2011; in the data active = activation above about 50%
Target sequence (P0AE70 whole entry, looked up): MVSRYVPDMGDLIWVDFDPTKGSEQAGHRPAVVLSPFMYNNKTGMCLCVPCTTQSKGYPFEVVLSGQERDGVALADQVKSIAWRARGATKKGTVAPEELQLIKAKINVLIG
SSB-PriA inh = inhibitors of Klebsiella pneumoniae PriA binding to SSB C-terminal tail, primary screen, biochemical, AlphaScreen. AlphaScreen SSBct-PriA binding, biotinylated peptide. PriA–SSB C-terminal tail interaction (Klebsiella pneumoniae). inhibition, % at 33 µM. actives 0.6% (n = 430,000); in the data active = inhibition mostly above about 37%, no sharp cut-off; inactive = mostly below about 20%;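 also: plate controls were negative control peptide for no effect and reference peptide for full effect; strong numbers were not always called active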
PrPC surface inh = inhibitors of human cell surface prion protein PrPC, primary screen, cell-based, TR-FRET. actives 0.43% (n = 370,000). TR-FRET read-out. inhibition, % at 13.8 µM. AID 720596, 2013. Major prion protein (Homo sapiens), P04156; in the data active = inhibition above about 24%; also: 0% = median of the test wells and 100% = reference compound wells
TcdB inh = TcdB glycohydrolase inhibitors, primary screen, biochemical, single point, plate reader. Toxin B (Clostridioides difficile), P18177. TcdB glycohydrolase enzymatic assay. inhibition, % at 9.99 µM. actives 0.24% (n = 350,000); in the data active = inhibition above about 10%
* marks the source's active call; other numbers are inactive results; i = inactive; / = not tested or not shown; & = joins results of further samples. These rows are one share of the data. The share of hits here may be higher or lower than overall.

Results follow in this order: Vc quorum ag, Rv3671c inh, DUSP3 inh, Yp Topo-I inh, TcdB inh, SSB-PriA inh, MazF activator, 3CLpro inhibitor, PrPC surface inh, CCHFV vOTU inh
O=C(CC1NCCc2ccccc21)Nc1ccccc1Cl (configuration not stated)
 : -0.2, 4, 40, 0, 1.3, -16, 13, 0, 1, -8
CC(=O)SC1CC(=O)N(c2c(C)cccc2C)C1=O (configuration not stated)
 : -0.7, -9, -7, 6, 2.5, -1, 2, 3, -3, -14
CCOc1ccc(N2C(=O)CC(N(O)c3ccccc3)C2=O)cc1 (configuration not stated)
 : /, -1, 6, 12, /, -3, 6, 3, 12, 3
O=c1[nH]c(=S)n(-c2cccc(C(F)(F)F)c2)c(O)c1C=NCCN1CCNCC1
 : -0.4, /, 40, -8, 1.0, -3, 3, -1, -1, -1
CS(=O)(=O)N(CC(=O)NCc1ccccc1Cl)C1CCCCC1
 : -0.3, 0, -8, -5, /, 1, -2, 4, 2, -9
COc1cc(COCC(O)CN2CCN(Cc3ccccc3)CC2)cc(OC)c1OC (configuration not stated)
 : 0.4, 0, 26, -3, 0.3, -5, 7, -1, -2, -2
O=C(O)CCSCC(=O)c1ccc2c(c1)OCCO2
 : i, -5, 2, 0, /, 2, -3, 2, -4, 5
Cc1c(OCC(=O)N[C@@H](Cc2ccccc2)C(=O)O)ccc2c1oc(=O)c1ccccc12
 : -0.5, -8, 0, 16, -0.2, -9, 4, 5, 1, -37
Cc1ccc(NC(=O)CSc2nnc(Cc3cccn3C)n2-c2ccc(F)cc2)c(C)c1
 : -0.2, 0, 42, 19, 0.2, -12, 2, -2, 0, -6
Oc1ccccc1-c1ccn[nH]1
 : 0.0, -1, /, -8, 0.6, 9, 4, /, 2, -16
CCc1ccc(NC(=O)CSc2nnc(-c3ccccn3)n2C)cc1
 : -0.2, -8, 18, -2, 0.8, 7, 5, 2, 5, -13
C=CCn1c(O)c(C=Nc2ccc(N(CC)CC)cc2)c(=O)[nH]c1=O
 : i, -27, 2, -4, /, -9, -15, -2, 0, 40*
CCOC(=O)c1sc2ncnc(Nc3cccc(C(=O)O)c3)c2c1C
 : 0.1, 2, 64, 1, -0.7, -21, -1, 6, -3, -5
COc1ccc(CCNC(=O)C2CC3Cn4c(nc5cc(C)c(C)cc54)C3N2C)cc1 (configuration not stated)
 : i, -16, 34, -3, 1.6, 9, 4, /, -4, -5
CC1(C)CC(=O)C(C(C2=C(O)CC(C)(C)CC2=O)c2cccnc2)C(=O)C1 (configuration not stated)
 : 0.5, -5, 6, -12, /, -2&-9, 7, -1, -1, 10

Not a retest: an excerpt of the list.
Results follow in this order: Vc quorum ag, Rv3671c inh, DUSP3 inh, Yp Topo-I inh, TcdB inh, SSB-PriA inh, MazF activator, 3CLpro inhibitor, PrPC surface inh, CCHFV vOTU inh
COc1ccc(CCNC(=O)C2CC3Cn4c(nc5cc(C)c(C)cc54)C3N2C)cc1 (configuration not stated)
 : i, -16, 34, -3, 1.6, 9, 4, /, -4, -5
CC1(C)CC(=O)C(C(C2=C(O)CC(C)(C)CC2=O)c2cccnc2)C(=O)C1 (configuration not stated)
 : 0.5, -5, 6, -12, /, -2&-9, 7, -1, -1, 10

Carrying on:
Results follow in this order: Vc quorum ag, Rv3671c inh, DUSP3 inh, Yp Topo-I inh, TcdB inh, SSB-PriA inh, MazF activator, 3CLpro inhibitor, PrPC surface inh, CCHFV vOTU inh
CC1(C)C(=O)Nc2ccccc2N1C(=O)COC(=O)c1cc(Cl)cc(Cl)c1
 : -1.3, 1, /, 31, -0.5, -5, -5, /, -8, 8
CCN(CC)C(=O)CSc1nnc(-c2cc(-c3ccc(Cl)cc3)nc3ccccc23)o1
 : -0.1, -6, 7, -8, 0.4, 1, -4, -6, 3, 12
O=Cc1ccc(-n2cncn2)cc1
 : -0.3, 0, 22, 0, -4.3, -21, -12, 6, 5, 9
CCN(CC(=O)NCc1ccc(Cl)cc1)C(=O)Cc1ccccc1[N+](=O)[O-]
 : -0.8, /, 5, 3, 0.5, 0, 6, -2, -16, 13
COc1cc(C(C[N+](=O)[O-])c2c(-c3ccccc3)cc3ccccn23)cc(OC)c1OC (configuration not stated)
 : i, 2, 12, 4, /, 7, 9, 0, -3, 9
Cc1ccc(N2C(=O)C(Cl)=C(N3CCN(C)CC3)C2=O)c(C)c1
 : /, -7, 3, 4, /, -4, -15, 1, -1, -4
Cc1cc(C)n(CC(O)Cn2c(C)c(C)c3ccccc32)n1 (configuration not stated)
 : 1.2, -53, 2, -10, /, -3, 2, -4, 1, 8
O=C(COC(=O)c1ccncc1)NCc1ccccc1
 : /, 6, 28, -4, 0.4, -8, -5, -3, -2, -12
CCc1ccccc1NC(=O)/C(=C/c1ccco1)c1ccccc1
 : 0.9, -2, 30, 28, /, -7, 2, -1, -3, 23
Cc1ccc2c(C)ccc(O)c2n1
 : -0.1, 3, 35, -4, /, 0, 2, -1, -1, 5
COc1ccc(N2CCN(c3cc(C)nc4ccc(OC)cc34)CC2)cc1
 : -0.1, 12, 26, 15, 2.2, 34, 4, 3, -4, -8
CN(C)C(=O)c1ccc(NC(=O)c2ccccc2-c2ccccc2)cc1
 : -0.6, -10, 1, 3, 0.7, -15, 5, 6, -2, -4
CCOc1ccc(NC(=O)CSc2nccn(-c3ccc4c(c3)OCCO4)c2=O)cc1
 : i, 1, /, 19, 0.4, 8, 4, /, -2, -1
CCCNC(=O)Nc1ccsc1C(=O)OC
 : i, 7, 12, 1, 1.8, -1, 3, 6, -3, 6
O=C(Nc1ccc2c(c1)OCCO2)c1ccc(Br)s1
 : 0.0, -1, 11, 0, 7.4, -21, 4, -5, 2, -1
CCOC(=O)c1c(-c2ccco2)csc1NC(=O)COC(=O)c1cnc(C)cn1
 : i, -5, /, 20, 0.9, -15, 7, /, 21, 5
OC(CNCc1ccc(F)cc1)(c1ccc(F)cc1)c1ccc(F)cc1
 : /, -2, 21, 4, /, -24, 2, -1, 8, 12
Cc1cc(C(=O)NNS(=O)(=O)c2cc(C(=O)O)ccc2Cl)c(C)n1-c1ccccc1
 : i, -4, /, 3, 0.4, -9, 5, /, 2, 3
c1cc2c(c(CC3CO3)c1CC1CO1)OCCOCCOCCOCCO2 (configuration not stated)
 : i, /, /, -1, -0.5, /, 7, /, 8, 2
O=C(c1cc(-c2cccc(O)c2)on1)N1CCc2ccccc2C1
 : -0.4, -18, 7, 12, 0.1, 0, 6, 2, -5, 2
O=C(NC1CCCc2ccccc21)c1ccccc1 (configuration not stated)
 : -0.3, -5, -7, -6, 2.2, -3, 2, 1, -4, 2
CCCCCC(=O)Oc1cccc(N2C(=O)C3CCCCC3C2=O)c1 (configuration not stated)
 : -0.2, 0, 23, 9, -3.5, -9, -8, 0, 3, 8
CN1CC(=O)N2C(c3cccc([N+](=O)[O-])c3)c3[nH]c4ccccc4c3C[C@H]2C1=O (some centres not stated)
 : -1.0, 0, 9, -4, 0.4, 0, 3, 0, -14, 3
CCOP(=O)(c1ccc(N(C)C)cc1)C(O)c1cccnc1 (configuration not stated)
 : 0.5, -1, 16, -9, 2.3, -9, 4, 1, 8, 4
O=C(O)CCCCCNC(=O)c1cccc(Br)c1
 : -0.1, 9, 8, 3, /, -17, -2, -4, 3, 5
O=C1C=C(N2CCN(C(=O)c3ccccc3)CC2)C2(CCCCC2)O1
 : i, -6, 19, -4, /, -4, 4, -2, -2, -5
CC(=O)N=c1c(C#N)cc2c(=O)n3ccccc3nc2n1Cc1ccccc1
 : -0.6, -1, -10, 0, /, -6, -3, 5, 7, -26
Cc1ccc(S(=O)(=O)N(CC(=O)NC2CCCCCC2)c2ccccc2F)cc1
 : -0.2, -4, -2, 5, /, -13, 13, -3, 1, 6
CN(C)CCN=Cc1c(O)n(Cc2ccc3c(c2)OCO3)c(=O)c2ccccc12
 : i, -4, 2, 1, 1.6, 5, 5, -2, -3, -11
Cc1c(Cl)cccc1NC(=S)Nc1ccccn1
 : 0.6, 5, 8, 10, 0.3, -7, 3, 2, -1, -7
O=S(=O)(Nc1ccc(N2CCOCC2)cc1)c1ccccc1
 : i, -2, -37, -2, /, -16, -7, 4, 7, -4
O=C(OCC(=O)N1c2ccccc2Sc2ccccc21)c1cccnc1
 : -0.2, -6, 10, 16, -1.0, -3, 4, 21*, 6, 11
Cc1cccn2c(=O)c3cc(C(=O)NC4CCCC4)sc3nc12
 : i, 2, -14, 7, 2.9, 0, 8, -2, -13, -103
CCc1ccc(C(=O)C[n+]2cccc3cc(OC)ccc32)cc1
 : i, /, 26, -17, 1.7, 10, 6, -7, -26, -4
COc1ccc(CC(=O)Nc2ccc(/C(C)=N/NC(=O)c3ccc(OC)cc3OC)cc2)cc1
 : -0.7, /, 23, 4, 0.5, /, -9, 2, 3, 3
CCN1CCN(c2ccc(S(=O)(=O)N3CCCCC3)cc2NC(=O)Cc2c(Cl)cccc2Cl)CC1
 : -0.3, 3, 22, 20, 1.2, /, /, -1, -1, 2
Cn1c(N)c(C(=O)CSc2nn(-c3ccc(F)cc3)c(=S)s2)c(=O)n(C)c1=O
 : i, -16, /, 3, 0.7, -5, 3, /, 2, 2
CCSc1nc2ccccc2n1C(=O)/C=C/c1ccc(OC)c(OC)c1
 : -0.3, -15, 1, 16, /, -9, -8, 1, -3, 6
O=C(CC(=O)NCc1ccc(Cl)cc1)NCc1ccccc1
 : -0.6, -1, 31, 13, 1.1, 2, -4, -1, -4, 22
O=C(O)c1cc(O)c2c(c1)C(=O)c1cccc(O)c1C2=O
 : -0.3, 1, -3, 0, 1.6, 0, -122, -3, -27, 2
O=C(CSc1nnc(CNC(=O)c2c(F)cccc2F)o1)NCc1ccccc1Cl
 : -0.5, 1, 41, -4, 0.6, 21, 0, 3, 4, -5
O=C(O)C1Cc2ccccc2CN1S(=O)(=O)c1ccc(Cl)cc1 (configuration not stated)
 : i, 3, 6, 2, 0.7, -9, -17, 2, -2, -3
COc1ccc(CNC(=O)C(c2cccs2)N(Cc2ccco2)C(=O)Cc2cccs2)cc1 (configuration not stated)
 : 1.5, -10, 0, 1, /, -4, 12, -2, 8, 7
Cc1ccc(CNC(=O)CN2C(=O)COc3ccc(S(=O)(=O)N4CCC(C)CC4)cc32)o1
 : -0.3, -5, -20, 10, 1.8, -9, 26, -1, 7, -5
